Tcruzi prolif: blocks T. cruzi growth in NIH3T3 culture | AID 624255 | actives 5.9% (n = 77,000) | inhibition, % at 8.34 µM | T. cruzi beta-gal in NIH3T3, GalScreen luminescence, 90 h;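 active = mean inhibition above about 93%, with at least 55% of replicates each passing it, limit read from the data, passing the limit was not always enough; inconclusive = only one of those two conditions holds; inactive = neither condition holds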
C diff HTS: C. difficile growth inhibition. growth activity, negative = inhibition, % at 16 µg/mL (by protocol). Clostridium difficile clinical isolate growth, OD600, 24 h; hits give low values. actives 0.25% (n = 86,000);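 active = mean growth activity at or below -80% and every replicate also at or below -80%; inconclusive = mean at or below -80% but some replicate above -80%; inactive = mean growth activity above -80%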;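 note: 0% = DMSO wells and -100% = levofloxacin 16 µg/mL wells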
Pf Dd2 inh: P. falciparum Dd2 growth inhibition; SYBR Green, 72 h; hits give low values; activity change, % at 10 µM; actives 2.3% (n = 94,000); AID 1159554; in the data active = activity change below about -80%; inconclusive = no clear call, values can overlap the other calls
GASC1 inh: KDM4C (human) demethylase inhibition. Q9H3R0. AID 720574. actives 0.15% (n = 96,000). GST-KDM4C 2-372, H3K9me3 peptide, LANCE TR-FRET. inhibition, % at 12.5 µM;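 active = mean replicate inhibition above about 25%, with at least 55% of replicates also reaching it, limit read from the data, passing the limit was not always enough; inconclusive = only one of those two conditions met; inactive = neither condition met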
Target sequence (Q9H3R0 2-372 limits assumed): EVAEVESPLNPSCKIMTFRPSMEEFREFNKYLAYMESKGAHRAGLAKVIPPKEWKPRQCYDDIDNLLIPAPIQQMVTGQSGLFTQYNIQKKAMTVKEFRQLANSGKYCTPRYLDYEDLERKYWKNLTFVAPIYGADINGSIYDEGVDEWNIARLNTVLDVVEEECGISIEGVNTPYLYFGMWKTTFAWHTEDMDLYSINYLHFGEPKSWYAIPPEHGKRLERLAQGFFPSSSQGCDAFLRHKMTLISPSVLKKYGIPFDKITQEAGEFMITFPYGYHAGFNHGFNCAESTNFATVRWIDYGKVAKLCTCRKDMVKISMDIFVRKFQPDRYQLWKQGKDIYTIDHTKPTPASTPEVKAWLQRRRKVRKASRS
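Test system: N-terminal GST-fused human GASC-1 (KDM4C) fragment, residues 2-372; quantity: GASC-1 enzyme at 10 nM final in reaction; dosing: single dose; schedule: 30 min demethylation and 1 h detection at room temperature; signal: LANCE TR-FRET, excitation 340 nm, emissions 618 and 671 nm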
Numbers without * were called inactive; ? = inconclusive; . = not tested or not shown; & = joins results of further samples.

Every second line gives: Tcruzi prolif, C diff HTS, Pf Dd2 inh, GASC1 inh
C[C@H](CO)N1C[C@H](C)[C@@H](CN(C)C(=O)c2ccccc2)Oc2cc(C3=CCCCC3)ccc2S1(=O)=O
    61, -2, -45, -1.2
COc1ccc(CN(C)C[C@@H]2Oc3c(NC(=O)c4cc(C)nn4C)cccc3C(=O)N([C@@H](C)CO)C[C@H]2C)cc1
    -18, -5, -18, 0.1
Cc1noc(C)c1NC(=O)NCC[C@@H]1CC[C@@H](NC(=O)Cc2cccnc2)[C@@H](CO)O1
    14, 5, 26, 0.3
C[C@@H]1CCCCO[C@@H](CN(C)C(=O)C2CCCCC2)[C@H](C)CN([C@H](C)CO)C(=O)c2cc(NS(=O)(=O)c3cccs3)ccc2O1
    71, 2, -16, -1.4
C[C@@H]1CN([C@@H](C)CO)C(=O)Cc2cc(NC(=O)Nc3ccc(C(F)(F)F)cc3)ccc2O[C@H]1CN(C)Cc1ccccc1
    -28, -8, -78, -2.5
C[C@@H]1CN([C@H](C)CO)C(=O)c2cc(C#CCN(C)C)cnc2O[C@@H]1CN(C)C(=O)NC1CCCC1
    -31, -4, 41, 4.8
C[C@H](CO)N1C[C@H](C)[C@@H](CN(C)Cc2ccc(-c3ccccc3)cc2)Oc2ccc(NC(=O)Nc3cccc4ccccc34)cc2C1=O
    102*, 17, -16, 0.1
C[C@@H]1CN([C@H](C)CO)S(=O)(=O)c2ccc(-c3cccnc3)cc2O[C@H]1CN(C)C(=O)NC1CCCC1
    ., 5, 24, -1.7
C[C@H]1CN([C@@H](C)CO)C(=O)c2cc(-c3ccccc3F)cnc2O[C@@H]1CN(C)C(=O)NC1CCCCC1
    34&15, 6&7, -5&-22, -0.8
C[C@@H]1CCCCO[C@@H](CN(C)Cc2ccc(C(F)(F)F)cc2)[C@H](C)CN([C@@H](C)CO)C(=O)c2cc(NC(=O)Nc3cccc4ccccc34)ccc2O1
    123*, 11, -26, -2.8
CO[C@@H]1CN(C)C(=O)c2cc(NC(=O)Cc3ccccc3)ccc2OC[C@@H](C)N(C(C)=O)C[C@@H]1C
    28, ., -4, -0.4
O=C(C[C@@H]1C[C@H]2c3cc(NC(=O)c4ccc5c(c4)OCO5)ccc3O[C@H]2[C@@H](CO)O1)NCc1cccnc1
    26, ., -1, -1.3
CCS(=O)(=O)N(C)C[C@@H]1N[C@H](CO)[C@@H]1c1ccc(C#CC2CCCC2)cc1
    ., -7, -54, -4.3
COc1cccc(S(=O)(=O)N[C@@H]2CC[C@@H](CCn3cc(-c4ccccc4OC)nn3)O[C@H]2CO)c1
    -1, -3, -48, 0.6
CC(C)NC(=O)N(C)C[C@H]1Oc2ncc(C#CC3(O)CCCC3)cc2C(=O)N([C@@H](C)CO)C[C@@H]1C
    -19, 0, 33, 0.2
C[C@H](CO)N1C[C@H](C)[C@H](CN(C)Cc2ccc(-c3ccccc3)cc2)Oc2ccc(N(C)C)cc2C1=O
    98, -3, -6, -1.4
CO[C@H]1CN(C)C(=O)c2cc(NC(=O)C3CCC3)ccc2OC[C@H](C)N(Cc2ccccn2)C[C@@H]1C
    -3, -7, -18, 0.8
C[C@@H]1CN([C@@H](C)CO)C(=O)Cc2cc(NC(=O)Nc3cccc4ccccc34)ccc2O[C@@H]1CN(C)S(=O)(=O)c1cn(C)cn1
    -10, 7, 12, -1.6
CCS(=O)(=O)Nc1ccc2c(c1)C(=O)N(C)C[C@H](OC)[C@H](C)CN(C(=O)C1CCC1)[C@H](C)CO2
    25, 1, 7, 3.2
C[C@H](CO)N1C[C@H](C)[C@@H](CN(C)Cc2cccnc2)Oc2cc(C#CC3CCCCC3)ccc2S1(=O)=O
    101, ., -34, -1.9
CCN1[C@@H]2c3ccc(-c4cccc(C(=O)N(C)C)c4)c(=O)n3C[C@@H]2[C@@H](CO)[C@@H]1C(=O)N(C)C
    -2, -3, ., 0.4
N#C[C@@H]1[C@H](c2ccccc2-c2ccccc2)[C@H](CO)N1C(=O)Cc1cccnc1
    ., -5, -5, -2.4
COc1ccc(CN(C)C[C@H]2Oc3ccc(NS(=O)(=O)c4cn(C)cn4)cc3CC(=O)N([C@@H](C)CO)C[C@@H]2C)cc1
    -6, -1, 11, 0.1
C[C@@H]1CN([C@@H](C)CO)C(=O)Cc2cc(NC(=O)Nc3ccc(F)cc3)ccc2O[C@H]1CN(C)S(C)(=O)=O
    30, 0, 14, 0.7
O=C(c1cnccn1)N1CC(=O)N2[C@H](CO)[C@H](c3ccc(-c4cccc(F)c4)cc3)[C@H]2C1
    ., 26, -53, 0.3
CC(C)NC(=O)N(C)C[C@@H]1Oc2c(NS(=O)(=O)c3ccccc3)cccc2C(=O)N([C@@H](C)CO)C[C@H]1C
    49, 1, -19, -0.9
C[C@@H]1CN([C@@H](C)CO)C(=O)c2cccc(NC(=O)c3ccncc3)c2O[C@H]1CN(C)Cc1ccc(Oc2ccccc2)cc1
    42, 0, -47, .
Cc1ccc(S(=O)(=O)Nc2ccc3c(c2)CC(=O)N([C@H](C)CO)C[C@H](C)[C@H](CN(C)Cc2ccc(-c4ccccc4)cc2)O3)cc1
    51, 4, -5, -0.2
C[C@@H]1CN([C@H](C)CO)C(=O)c2cccc(NC(=O)Nc3ccc(F)cc3)c2O[C@@H]1CN(C)Cc1ccc(Cl)c(Cl)c1
    74, ., -24, 5.9
Cc1noc(C)c1S(=O)(=O)N(C)C[C@@H]1Oc2ccc(NC(=O)C3CC3)cc2CC(=O)N([C@@H](C)CO)C[C@@H]1C
    9, -8, 33, -0.4
C[C@H](CO)N1C[C@H](C)[C@@H](CN(C)C(=O)CCC(F)(F)F)OCCCC[C@H](C)Oc2ccc(NC(=O)NC3CCCCC3)cc2C1=O
    57, -2, 35, 1.7
C[C@@H]1CN([C@@H](C)CO)C(=O)CCCn2cc(nn2)CO[C@H]1CN(C)C(=O)Nc1ccc(N2CCN(C)CC2)cc1
    4&-86, 4&8, -6&-8, 4.2
COCC(=O)N(C)C[C@@H]1Oc2ncc(C#Cc3ccc(F)cc3)cc2C(=O)N([C@@H](C)CO)C[C@@H]1C
    7, -1, 19, -1.2
COc1ccc(NC(=O)N(C)C[C@@H]2OCCCC[C@@H](C)Oc3ccc(NS(C)(=O)=O)cc3C(=O)N([C@H](C)CO)C[C@@H]2C)cc1
    53, -8, 45, -1.2
C[C@@H]1CN([C@H](C)CO)C(=O)c2cc(NC(=O)CCC(F)(F)F)ccc2O[C@H]1CN(C)C(=O)Nc1ccc2c(c1)OCO2
    22, -2, 2, 1.6
Cc1ccc(S(=O)(=O)Nc2cccc3c2O[C@@H](CN(C)C(=O)Nc2ccc4c(c2)OCO4)[C@H](C)CN([C@H](C)CO)C3=O)cc1
    91, -1, 22, 12
N#C[C@@H]1[C@H](c2ccccc2-c2cccc(F)c2)[C@H](CO)N1C(=O)C1CCCC1
    ., 3, -95*, -0.6
Cc1ccccc1-c1cnc2c(c1)C(=O)N([C@@H](C)CO)C[C@H](C)[C@H](CN(C)C(=O)c1ccc(F)cc1)O2
    ., -2, -33, -0.2
CCCC(=O)Nc1ccc2c(c1)C(=O)N(C)[C@H]1CC[C@@H](CC(=O)NC3CCCC3)O[C@H]1CO2
    13, 2, 9, -1.0
C[C@@H]1CN([C@@H](C)CO)C(=O)c2cc(C#CCN(C)C)cnc2O[C@@H]1CN(C)C(=O)Cc1ccccc1
    ., 3, 17, 7.5

One compound at a time, as listed above. Values in the order: Tcruzi prolif, C diff HTS, Pf Dd2 inh, GASC1 inh
C[C@@H]1CN([C@@H](C)CO)C(=O)c2cc(C#CCN(C)C)cnc2O[C@@H]1CN(C)C(=O)Cc1ccccc1 across the screens: ., 3, 17, 7.5
Cc1ccccc1-c1cnc2c(c1)C(=O)N([C@@H](C)CO)C[C@H](C)[C@H](CN(C)C(=O)c1ccc(F)cc1)O2 across the screens: ., -2, -33, -0.2
C[C@@H]1CN([C@H](C)CO)C(=O)c2cc(NC(=O)CCC(F)(F)F)ccc2O[C@H]1CN(C)C(=O)Nc1ccc2c(c1)OCO2 across the screens: 22, -2, 2, 1.6
C[C@H](CO)N1C[C@H](C)[C@@H](CN(C)C(=O)CCC(F)(F)F)OCCCC[C@H](C)Oc2ccc(NC(=O)NC3CCCCC3)cc2C1=O across the screens: 57, -2, 35, 1.7
C[C@@H]1CN([C@@H](C)CO)C(=O)CCCn2cc(nn2)CO[C@H]1CN(C)C(=O)Nc1ccc(N2CCN(C)CC2)cc1 across the screens: 4&-86, 4&8, -6&-8, 4.2

The results go on:
molecule	Tcruzi prolif	C diff HTS	Pf Dd2 inh	GASC1 inh
COc1ccc(C(=O)Nc2ccc3c(c2)OC[C@@H](C)N(C(C)=O)C[C@H](C)[C@@H](OC)CN(C)C3=O)cc1	20	2	-8	-0.1
CNC(=O)C[C@H]1CC[C@H]2[C@@H](COc3ccc(NC(=O)Cc4cccs4)cc3C(=O)N2C)O1	5	10	-5	-1.1
CCC(=O)N1CC2(C1)[C@H](c1ccc(-c3cccc(C)c3)cc1)[C@@H](CO)N2S(C)(=O)=O	.	-1	7	12
CCC(=O)N1CCCCN2[C@H](CO)[C@@H](c3ccc(C#Cc4ccccc4F)cc3)[C@H]2C1	112*	-9	-23	0.2
C[C@H](CO)N1C[C@H](C)[C@H](CN(C)C(=O)NC2CCCCC2)Oc2ccc(NC(=O)Cc3ccccc3)cc2C1=O	15	-1	8	0.0
COc1ccc(S(=O)(=O)N(C)C[C@H]2Oc3ccc(NC(=O)CCCN(C)C)cc3C(=O)N([C@@H](C)CO)C[C@H]2C)cc1	.	-3	-8	0.8
Cc1ccc(S(=O)(=O)N(C)C[C@@H]2Oc3ncc(-c4ccccc4)cc3C(=O)N([C@H](C)CO)C[C@H]2C)cc1	18	1	-13	-0.6
C[C@@H]1CN([C@@H](C)CO)C(=O)c2cc(-c3cccc(C#N)c3)cnc2O[C@@H]1CN(C)Cc1ccncc1	9	4	36	0.6
CC=Cc1ccc2n(c1=O)C[C@H]1N[C@@H]2[C@@H](C(=O)NCc2ccc3c(c2)OCO3)[C@@H]1CO (mixture of isomers)	-2	2	.	-1.1
COCC#Cc1ccc([C@@H]2[C@@H](CO)N3CCCCN(C(=O)NC4CCCC4)C[C@H]23)cc1	69	-4	-4	1.1
O=C(C[C@H]1CC[C@@H]2[C@H](COC[C@@H](O)CN2S(=O)(=O)c2cccc(Cl)c2)O1)N1CCCCC1	6	29&13	5	1.6
Cc1ccc(S(=O)(=O)N[C@H]2CC[C@@H](CC(=O)NCc3ccccc3F)O[C@H]2CO)cc1	10	-1	-6	-3.5
Cc1noc(C)c1NC(=O)Nc1ccc2c(c1)C(=O)N([C@H](C)CO)C[C@H](C)[C@@H](CN(C)Cc1ccc(C(=O)O)cc1)OCCCC[C@@H](C)O2	6	.	60	-0.8
COc1ccc(NC(=O)N(C)C[C@H]2Oc3ccc(NC(=O)Nc4c(C)noc4C)cc3C(=O)N([C@@H](C)CO)C[C@@H]2C)cc1	11	2	6	-0.9
Cc1noc(C)c1NC(=O)N(C)C[C@@H]1Oc2ccc(N(C)C)cc2CC(=O)N([C@@H](C)CO)C[C@@H]1C	-15	-1	40	4.3
CC(C)C[C@H]1COCc2cn(nn2)CC[C@H](Cc2ccccc2)C(=O)N1	.	4	.	-0.4
COc1ccc(NC(=O)Nc2ccc3c(c2)C(=O)N([C@@H](C)CO)C[C@H](C)[C@@H](CN(C)Cc2ccc4c(c2)OCO4)O3)cc1	31	-2	3	-0.8
CC(=O)N(C)C[C@H]1Oc2ncc(-c3ccc(C#N)cc3)cc2C(=O)N([C@H](C)CO)C[C@@H]1C	-15	1	16	32*
Cc1ccc(S(=O)(=O)N[C@H]2CC[C@@H](CC(=O)NCc3ccc(Cl)c(Cl)c3)O[C@@H]2CO)cc1	82	1	-1	0.6
CCCc1cn(CC[C@@H]2CC[C@H](NC(=O)CCN3CCCCC3)[C@H](CO)O2)nn1	.	0	9	1.3
C/C=C/c1ccc([C@@H]2[C@H](CO)N(C(=O)c3cnccn3)C23CN(C(C)=O)C3)cc1	.	3	-6	0.8
C[C@@H]1CN([C@@H](C)CO)S(=O)(=O)c2ccc(C3=CCCCC3)cc2O[C@H]1CN(C)Cc1cncnc1	90	-6	-22	1.2
CCN1[C@H](C(=O)OC)[C@@H](CO)[C@@H]2Cn3c(ccc(-c4cccc(OC)c4)c3=O)[C@@H]21	24	2	10	5.4
CS(=O)(=O)N1[C@@H]2c3ccc(-c4ccccc4)c(=O)n3C[C@H]1[C@H](CO)[C@H]2C(=O)NCC1CC1	10	-2	3	0.2
C[C@H](CO)N1C[C@H](C)[C@@H](CN(C)C(=O)Nc2ccccc2)Oc2ccc(NS(=O)(=O)c3ccc(F)cc3)cc2CC1=O	-5	1	19	0.3
COc1ccc(S(=O)(=O)Nc2ccc3c(c2)C(=O)N([C@@H](C)CO)C[C@@H](C)[C@H](CN(C)S(=O)(=O)c2ccc(Cl)cc2)OCCCC[C@@H](C)O3)cc1	?	-4	-37	-1.1

Assay outcomes from PubChem.
